SIRT5 inh = SIRT5 desuccinylase inhibitors, primary screen, biochemical, fluorescence imaging, single point, set 5; 330,000 tested, 1.1% active; inhibition, % at 15 µM; Purified SirT5, succinyl-peptide AMC, trypsin-coupled fluorescence; AID 652115, 2013; in the data active = inhibition above about 15%; inconclusive = no clear call, values can overlap the other calls
Target sequence (Q9NXA8 whole entry, looked up): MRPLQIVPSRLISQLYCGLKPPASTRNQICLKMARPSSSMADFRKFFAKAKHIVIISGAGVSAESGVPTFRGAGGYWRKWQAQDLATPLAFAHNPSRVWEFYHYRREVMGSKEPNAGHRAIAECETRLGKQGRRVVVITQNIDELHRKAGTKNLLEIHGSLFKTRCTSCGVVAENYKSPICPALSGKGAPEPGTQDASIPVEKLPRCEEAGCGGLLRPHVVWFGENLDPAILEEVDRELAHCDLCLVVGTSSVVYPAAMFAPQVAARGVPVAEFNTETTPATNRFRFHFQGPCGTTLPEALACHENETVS
DENV2 CPE rescue = inhibitors of DENV2 cytopathic effect, primary screen, cell-based, plate reader, single concentration; AID 651640, 2012; DENV2-infected cells, cytopathic effect rescue; 350,000 tested, 1.7% active; CPE inhibition, % at 9.99 µM; in the data active = CPE inhibition above about 20%, passing the limit was not always enough; inconclusive = no clear call, values can overlap the other calls; tested in BHK-21 cells;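 also: 0% = median of neutral control wells and 100% = median of positive control wells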
Statin myotox sup = suppressors of statin myotoxicity in C2C12 myotubes, primary screen, cell-based, single point, plate reader. C2C12 myotubes + simvastatin, ATP luminescence, 48 h; scaled: DMSO 0, geranylgeraniol control 100. rescue of ATP level, % at 7.49 µM. 330,000 tested, 0.78% active;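 active = mean ATP rescue above about 67%, or every replicate alone reaching that limit, limit read from the data, passing the limit was not always enough; inconclusive = no clear call, values can overlap the other calls; inactive = mean under the limit and some replicate under it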;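 also: myotubes were challenged with 10 µM simvastatin during compound exposure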
ERp5 block = inhibitors of ERp5-driven insulin aggregation, primary screen, biochemical, turbidity, absorbance 650 nm, single point; Protein disulfide-isomerase A6 (Homo sapiens), Q15084; 90 min; inhibition, % at 9.99 µM; AID 651711, 2012; 350,000 tested, 0.05% active;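 active = mean replicate inhibition above about 25%, with every replicate also reaching it, limit read from the data, passing the limit was not always enough; inconclusive = only one of those two criteria met; inactive = neither criterion met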
Target sequence (Q15084 whole entry, looked up): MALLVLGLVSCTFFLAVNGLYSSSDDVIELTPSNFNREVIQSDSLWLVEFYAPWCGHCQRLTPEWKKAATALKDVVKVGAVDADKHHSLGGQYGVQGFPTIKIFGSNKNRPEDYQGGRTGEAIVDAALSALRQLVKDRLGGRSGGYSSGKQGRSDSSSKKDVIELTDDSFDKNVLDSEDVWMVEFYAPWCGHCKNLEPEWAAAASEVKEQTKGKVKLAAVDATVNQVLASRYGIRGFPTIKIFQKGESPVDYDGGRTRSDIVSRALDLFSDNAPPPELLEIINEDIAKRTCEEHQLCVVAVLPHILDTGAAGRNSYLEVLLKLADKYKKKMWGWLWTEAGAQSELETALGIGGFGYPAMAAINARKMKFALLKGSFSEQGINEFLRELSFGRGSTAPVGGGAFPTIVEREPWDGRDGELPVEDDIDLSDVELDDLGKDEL
S100A4 MyoIIA = inhibitors of S100A4-myosin IIA peptide binding, primary screen, biochemical, fluorescence polarization, TAMRA-MyoIIA peptide; inhibition, % at 10.7 µM; Protein S100-A4 (Homo sapiens), P26447; AID 652163, 2013; 360,000 tested, 0.14% active;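 active = mean inhibition of at least 70% across replicates, with every replicate also reaching that level; inconclusive = mean inhibition reaches 70% but some replicates fall short; inactive = mean inhibition below 70%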
Target sequence (P26447 whole entry, looked up): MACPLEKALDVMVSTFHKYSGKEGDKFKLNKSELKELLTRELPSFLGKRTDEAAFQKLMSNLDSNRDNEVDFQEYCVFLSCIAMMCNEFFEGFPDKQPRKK
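Test system – S100A4 monomer (human) · Compound – single-point compound testing · Schedule – 5 min incubation before reading · Probe or stimulus – TAMRA-labelled myosin IIA heavy-chain peptide probe, 5 nM · Benchmarks – neutral control DMSO, positive control TFP · Medium – Calcium-containing HEPES buffer, pH 7.2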
PglD DTNB = C. jejuni PglD acetyltransferase inhibitors, primary screen, biochemical, DTNB colorimetric, single point | purified PglD enzyme, DTNB colorimetric CoA detection | UDP-N-acetylbacillosamine N-acetyltransferase PglD (Campylobacter jejuni) | 360,000 tested, 0.098% active | inhibition, % at 12.5 µM; in the data active = inhibition above about 16%, passing the limit was not always enough; inconclusive = no clear call, values can overlap the other calls; also: strong numbers were not always called active
E-sel inducer = E-selectin induction in HUVECs, primary screen, imaging, HUVEC, immunofluorescence imaging, single point. P16581. activation, % at 7.58 µM. 260,000 tested, 0.37% active. normalized: neutral wells 0, TNF-alpha wells 100;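 active = mean E-selectin-positive cell signal at least 10% of the positive control, reached in at least 60% of replicates, without over 20% cell loss; inconclusive = no rule given, readout overlaps actives, possibly toxicity-flagged; inactive = the rest, including those meeting only one limit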;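 also: in these data hits start at about 27%; measured in HUVEC primary endothelial cells; signal is the percent of cells scored E-selectin positive by PE staining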
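assay system = HUVEC, human umbilical vein endothelial cells | input = 3,000 HUVEC seeded per well | medium = EGM-2 growth medium on 0.1% gelatin-coated wells | dosing = one compound dose added by pin transfer | signal = immunofluorescence imaging | read-out basis = % PE-positive cells | control set = TNF-alpha, DMSO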
* = called active by the depositor; & = joins results of further samples.

Screening COc1ccc(C)cc1NS(=O)(=O)c1cn(C)c(=O)n(C)c1=O returned SIRT5 inh -1, DENV2 CPE rescue -6, Statin myotox sup 5, ERp5 block 11, S100A4 MyoIIA 1 and PglD DTNB 1.
Screening CC(=O)c1c(C)[nH]c(C(=O)OCC(=O)N(CC(C)C)C2CCS(=O)(=O)C2)c1C (stereo not drawn) returned SIRT5 inh -2, DENV2 CPE rescue -2, Statin myotox sup 9, ERp5 block -1, S100A4 MyoIIA 13, PglD DTNB 4 and E-sel inducer 0.4.
Screening COc1ccc(C(=O)N[C@H](C(=O)Nc2cccc(S(=O)(=O)N3CCOCC3)c2)C(C)C)cc1 returned SIRT5 inh -5, DENV2 CPE rescue -1, Statin myotox sup -7, ERp5 block -5, S100A4 MyoIIA -7, PglD DTNB -1 and E-sel inducer 1.9.
COc1ccc(N2C(=O)c3ccccc3NC2c2cccnc2)cc1 (stereo not drawn) was read as SIRT5 inh -1, DENV2 CPE rescue 0, ERp5 block 2, S100A4 MyoIIA 0 and E-sel inducer 1.1.
Screening Cc1ccc(S(=O)(=O)c2nc(C)oc2N2CCOCC2)cc1 returned SIRT5 inh -2, DENV2 CPE rescue -1, Statin myotox sup 8, ERp5 block 2, S100A4 MyoIIA 1 and PglD DTNB -4.
For O=C(c1cc(-c2ccco2)nc2ccccc12)N1CCN(c2ccc(F)cc2)CC1 the results were SIRT5 inh -4, DENV2 CPE rescue 7, ERp5 block 2 and S100A4 MyoIIA 0.
`Cc1ccc2cc(NC(=O)c3ccccc3C)ccc2n1` gave SIRT5 inh -3, DENV2 CPE rescue -2, Statin myotox sup -9, ERp5 block -2, S100A4 MyoIIA -1, PglD DTNB 3 and E-sel inducer -0.1.
For Cc1noc(C)c1S(=O)(=O)Nc1ccc2c(c1)C(=O)N([C@H](C)CO)C[C@H](C)[C@@H](CN(C)S(=O)(=O)c1ccc(F)cc1)O2 the results were SIRT5 inh 2&13, DENV2 CPE rescue -11&5, Statin myotox sup 20, ERp5 block 0&2, S100A4 MyoIIA -3&-4, PglD DTNB -4 and E-sel inducer -0.2&-0.1.
`COc1cccc(/C=N/Nc2nc(N3CCCC3)nc(N3CCCC3)n2)c1O` gave SIRT5 inh -1, DENV2 CPE rescue -4, Statin myotox sup -21, ERp5 block 4, S100A4 MyoIIA 1 and PglD DTNB -2.
For O=C(Cc1ccc(NC(=O)C2CCCN(C(=O)C3CC3)C2)cc1)Nc1ccc(C(=O)N2CCOCC2)cc1 (stereo not drawn) the results were SIRT5 inh -2, DENV2 CPE rescue 2, Statin myotox sup -5, ERp5 block 6, S100A4 MyoIIA -1, PglD DTNB -3 and E-sel inducer 0.0.
COc1cccc(-c2nc(CS(=O)(=O)CC(=O)NC3CCCCCC3)c(C)o2)c1 was read as SIRT5 inh -1, DENV2 CPE rescue 3, Statin myotox sup 1, ERp5 block -6, S100A4 MyoIIA -7 and PglD DTNB -2.
`CCCCOCCCNC(=O)C[C@@H]1C[C@@]2(C(=O)OCC)CCCC=C2N(Cc2ccco2)C1=O` gave SIRT5 inh -2, DENV2 CPE rescue -9, ERp5 block -1 and S100A4 MyoIIA -2.
Cc1noc(C)c1S(=O)(=O)N(C)C[C@@H]1OCCCC[C@@H](C)Oc2ccc(NC(=O)Cc3ccccc3)cc2C(=O)N([C@@H](C)CO)C[C@@H]1C was read as SIRT5 inh 3, DENV2 CPE rescue 52*, ERp5 block -2, S100A4 MyoIIA 4 and E-sel inducer -0.2.
Screening Cc1noc(C)c1NC(=O)N(C)C[C@@H]1OCCCC[C@@H](C)Oc2ccc(NC(=O)C3CCCCC3)cc2C(=O)N([C@@H](C)CO)C[C@@H]1C returned SIRT5 inh 0, DENV2 CPE rescue 25*, ERp5 block 10, S100A4 MyoIIA 3, PglD DTNB 0 and E-sel inducer -0.2.
CC1CN(C(=O)COC(=O)/C=C/c2ccccc2)CC(C)O1 (stereo not drawn) was read as SIRT5 inh 0, DENV2 CPE rescue 0, Statin myotox sup 0, ERp5 block 3, S100A4 MyoIIA -4 and PglD DTNB 1.
Screening O=C(O)c1ccc(/C=N/Nc2nc3ccccc3[nH]2)cc1 returned SIRT5 inh 1, DENV2 CPE rescue -4, Statin myotox sup -6, ERp5 block 4, S100A4 MyoIIA -4 and PglD DTNB 4.
CC(=O)c1ccc(N2CCN(C(=O)c3cc(-c4ccncc4)nc4ccc(Cl)cc34)CC2)cc1 was read as SIRT5 inh -2, DENV2 CPE rescue 2, Statin myotox sup -15, ERp5 block 1, S100A4 MyoIIA -3, PglD DTNB 1 and E-sel inducer -0.8.
`COc1ccc(S(=O)(=O)N(C)C[C@H]2OCc3ccccc3-c3ccccc3C(=O)N([C@@H](C)CO)C[C@H]2C)cc1` gave SIRT5 inh -5, DENV2 CPE rescue 2, Statin myotox sup -1, ERp5 block -6, S100A4 MyoIIA 0, PglD DTNB -2 and E-sel inducer 0.1.
COc1cccc(C(O)c2nc(-c3cccc(C(C)C)c3)cs2)c1 (stereo not drawn) was read as DENV2 CPE rescue 14, Statin myotox sup -37, ERp5 block -7, S100A4 MyoIIA 0, PglD DTNB 2 and E-sel inducer 0.5.
Screening CCC(c1nnc(SCC(=O)Nc2ccc(NC(C)=O)cc2)n1Cc1ccccc1)N(C)C (stereo not drawn) returned SIRT5 inh -6, DENV2 CPE rescue 18, Statin myotox sup -3, ERp5 block -1, S100A4 MyoIIA 8, PglD DTNB 0 and E-sel inducer -0.3.
For CC1CN(C(=S)NC(=O)c2ccco2)CC(C)O1 (stereo not drawn) the results were SIRT5 inh -1, DENV2 CPE rescue 18, ERp5 block 2, S100A4 MyoIIA -2 and E-sel inducer 3.6.
O=C(CN1C(=O)c2ccccc2C1=O)NCC(=O)OCC(=O)c1cccc([N+](=O)[O-])c1 was read as SIRT5 inh 4, DENV2 CPE rescue -5, Statin myotox sup 7, ERp5 block 0, S100A4 MyoIIA 0 and PglD DTNB 1.
O=C(NCc1cccs1)c1csc(COCCO)n1 was read as DENV2 CPE rescue inconclusive, Statin myotox sup 3, ERp5 block 1, S100A4 MyoIIA 2, PglD DTNB -7 and E-sel inducer -0.1.
Cc1ccc(S(=O)(=O)N2[C@@H](c3ccc(C(C)(C)C)cc3)C(C(=O)O)=CC[C@H]2c2ccc3c(c2)OCO3)cc1 was read as SIRT5 inh 6, DENV2 CPE rescue 5, Statin myotox sup 22, ERp5 block 1, S100A4 MyoIIA -2, PglD DTNB -5 and E-sel inducer 0.3.
C[C@@H]1CN([C@@H](C)CO)C(=O)Cc2cc(NC(=O)NC3CCCCC3)ccc2O[C@H]1CN(C)Cc1ccc2c(c1)OCO2 was read as SIRT5 inh 8, DENV2 CPE rescue -22, Statin myotox sup 28, ERp5 block -3, S100A4 MyoIIA 7, PglD DTNB 5 and E-sel inducer 8.2.
Screening Cc1cccc(-c2ccc(C3[C@@H]4CN(Cc5ccccc5F)C[C@H]3N4)cc2)c1 (stereo partly drawn) returned SIRT5 inh -1, DENV2 CPE rescue 13, ERp5 block 1, S100A4 MyoIIA 2 and E-sel inducer 0.3.
CCc1nc2n(n1)C(O)c1cc([N+](=O)[O-])ccc1S2 (stereo not drawn) was read as SIRT5 inh 1, DENV2 CPE rescue -2, ERp5 block -4 and S100A4 MyoIIA 4.
`Cn1c(CSCc2ccccc2)nnc1SCC(=O)Nc1ccc(C(=O)O)cc1` gave SIRT5 inh 0, DENV2 CPE rescue 10, ERp5 block -8, S100A4 MyoIIA -1 and E-sel inducer -2.1.
Screening Cc1ccccc1S(=O)(=O)N1CC[C@@H]2[C@@H](CO)Nc3ccc(-c4cccc(C#N)c4)cc3[C@@H]21 returned DENV2 CPE rescue 65*, Statin myotox sup 6, PglD DTNB 0 and E-sel inducer -0.4.
Screening FC(F)(F)c1ccc(-n2cn[nH]c2=S)cc1 returned SIRT5 inh 2, DENV2 CPE rescue 1, Statin myotox sup 7, ERp5 block -1, S100A4 MyoIIA 0 and PglD DTNB 1.
Screening OC(c1ccccc1)(c1ccccc1)C1CCN(CCCOc2ccc(F)cc2)CC1 returned SIRT5 inh 4, DENV2 CPE rescue -10, ERp5 block 0, S100A4 MyoIIA -3 and E-sel inducer 1.2.
For O=C(NCCO)/C(=C/c1ccco1)NC(=O)c1ccco1 the results were SIRT5 inh 2, DENV2 CPE rescue 2, ERp5 block 8 and S100A4 MyoIIA 3.
CCN(c1ccccc1)c1ncnc2c1cnn2-c1ccccc1 was read as SIRT5 inh -3, DENV2 CPE rescue -10, Statin myotox sup -15, ERp5 block -3, S100A4 MyoIIA -12, PglD DTNB -2 and E-sel inducer 0.0.
For Cc1nc(C)c(CC(=O)N2CCc3c([nH]c4ccccc34)C2c2ccccn2)s1 (stereo not drawn) the results were SIRT5 inh 18*, DENV2 CPE rescue 5, ERp5 block 6 and S100A4 MyoIIA -5.
COc1ccc(CCNC(=O)c2cc3cc(F)ccc3nc2C)cc1OC was read as SIRT5 inh -2, DENV2 CPE rescue -3, Statin myotox sup 13, ERp5 block 10, S100A4 MyoIIA -2 and PglD DTNB -2.
For O=C(Nc1ccc(C(F)(F)F)cc1)N1C[C@@H]2N[C@H](C1)C2c1ccc(/C=C/c2ccccc2)cc1 (stereo partly drawn) the results were SIRT5 inh 12&5, DENV2 CPE rescue 1&0, ERp5 block -3&-1, S100A4 MyoIIA -10&-24 and E-sel inducer -0.3&0.0.
For C=CCOc1c(CNC2CCCC2)cc(Cl)cc1OC the results were SIRT5 inh -5, DENV2 CPE rescue 12, ERp5 block -7, S100A4 MyoIIA -3, PglD DTNB 5 and E-sel inducer -1.2.
Screening C[C@H](CO)N1C[C@H](C)[C@@H](CN(C)S(=O)(=O)c2ccccc2)Oc2ccc(NS(=O)(=O)c3ccc(F)cc3)cc2C1=O returned SIRT5 inh -2&1, DENV2 CPE rescue 8&11, Statin myotox sup -1, ERp5 block 9&-1, S100A4 MyoIIA 4&0, PglD DTNB 1 and E-sel inducer -0.2&0.2.
`C[C@@H]1CCCCO[C@@H](CN(C)C(=O)Nc2ccccc2)[C@H](C)CN([C@H](C)CO)C(=O)c2cc(NC(=O)C3CCCCC3)ccc2O1` gave SIRT5 inh 3, DENV2 CPE rescue -2, ERp5 block 1, S100A4 MyoIIA 9 and PglD DTNB 0.
Cc1ccc(S(=O)(=O)NCC[C@@H]2CC[C@@H](NC(=O)NC(C)C)[C@@H](CO)O2)cc1 was read as SIRT5 inh 1, DENV2 CPE rescue -1, Statin myotox sup 4, ERp5 block 2, S100A4 MyoIIA 53, PglD DTNB 4 and E-sel inducer -0.2.
`CCC(=O)N1C[C@H](C)[C@@H](OC)CN(C)C(=O)c2cc(NS(C)(=O)=O)ccc2OC[C@H]1C` gave SIRT5 inh -3, DENV2 CPE rescue 13, Statin myotox sup 5, ERp5 block -1, S100A4 MyoIIA -6, PglD DTNB 2 and E-sel inducer 0.6.
`CN1C(=O)c2cc(NC(=O)Nc3ccccc3)ccc2OC[C@@H]2O[C@H](CC(=O)NC3CCC3)CC[C@@H]21` gave SIRT5 inh -5, DENV2 CPE rescue 4, Statin myotox sup -1, ERp5 block 3, S100A4 MyoIIA -5, PglD DTNB 2 and E-sel inducer 0.1.

Only part of the results is shown. The share of hits here may be higher or lower than overall.
